High-throughput results (PubChem BioAssay)
NPY Y2 blocker: NPY-Y2 (human) receptor antagonism; P49146; NPY-Y2 expressing cells, antagonist mode; inhibition, % at 2.7 µM; 140,000 compounds, 0.99% hits; AID 793; in the data active = inhibition above about 17%;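 note: 0% = vehicle with agonist challenge and 100% = reference antagonist with challenge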
Target sequence (P49146 whole entry, looked up): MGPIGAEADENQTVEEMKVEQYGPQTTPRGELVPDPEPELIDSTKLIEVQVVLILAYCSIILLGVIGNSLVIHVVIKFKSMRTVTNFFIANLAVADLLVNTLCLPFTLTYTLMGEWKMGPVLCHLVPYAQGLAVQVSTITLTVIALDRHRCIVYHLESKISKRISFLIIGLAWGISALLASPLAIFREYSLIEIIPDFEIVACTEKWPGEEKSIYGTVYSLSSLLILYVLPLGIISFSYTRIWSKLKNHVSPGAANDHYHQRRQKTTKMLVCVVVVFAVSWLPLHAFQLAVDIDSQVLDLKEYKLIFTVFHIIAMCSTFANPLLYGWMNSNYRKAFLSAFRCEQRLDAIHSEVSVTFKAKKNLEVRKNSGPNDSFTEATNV
GALR2 antag: blocks the human galanin receptor 2. inhibition, % at 4 µM. GALR2-expressing cells, antagonist mode. 140,000 compounds, 0.39% hits; in the data active = inhibition above about 27%;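 note: cells stimulated with galanin 1-16 at roughly its EC80; 0% = agonist challenge control and 100% = basal control without agonist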
Target sequence (O43603 whole entry, looked up): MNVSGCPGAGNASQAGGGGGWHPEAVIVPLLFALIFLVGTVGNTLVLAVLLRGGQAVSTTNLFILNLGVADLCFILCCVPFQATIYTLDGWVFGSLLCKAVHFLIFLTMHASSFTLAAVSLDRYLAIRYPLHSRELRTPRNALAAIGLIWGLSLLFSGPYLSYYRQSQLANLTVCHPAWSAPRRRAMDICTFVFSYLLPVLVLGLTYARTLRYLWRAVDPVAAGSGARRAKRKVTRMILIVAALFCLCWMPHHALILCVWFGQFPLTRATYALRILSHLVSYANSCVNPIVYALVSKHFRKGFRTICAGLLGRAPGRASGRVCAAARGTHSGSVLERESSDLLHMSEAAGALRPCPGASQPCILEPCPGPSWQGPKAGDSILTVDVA
Measles CPE: protection of cells from measles virus; 140,000 compounds, 1.5% hits; protection (pct of control), % at 4 µM; Measles virus-infected cells, CPE protection, absorbance; in the data active = protection mostly above about 24%, no sharp cut-off; inactive = mostly below about 26%; note: some compounds called inactive have numbers as strong as hits
Yeast life ext: yeast lifespan extension | S. cerevisiae growth with nicotinamide, OD615; deaD strain in restrictive glucose medium | AID 775 | inhibition of the nicotinamide effect, % at 10 µM | 130,000 compounds, 0.68% hits;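 active = inhibition above a set limit, placed 3 SD over the median of all compounds, cut at about 26% in these data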;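 note: 0% = nicotinamide-treated wells and 100% = cells grown without nicotinamide; some compounds called inactive have numbers as strong as hits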
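assay system = DeaD-strain S. cerevisiae | measured by = absorbance at 615 nm | probe or stimulus = nicotinamide 1.5 mM | buffer or medium = CSMM-D glucose medium, restrictive | times = 48 h at 30 °C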
BB579 growth dn: reduces growth of yeast BB579 in restrictive medium; S. cerevisiae BB579 growth, OD615, 48 h; 140,000 compounds, 0.51% hits; inhibition, % at 10 µM;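 active = inhibition above a set limit, 3 SD over the mean compound inhibition, cut at about 44% in these data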; note: inactives centre near -24
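Test system: DeaD yeast strain BB579 / Buffer or medium: restrictive glucose-based CSMM-D medium / Doses: single 10 µM dose / Schedule: 4 h cell preincubation, 48 h compound exposure, 30 °C humidified / Technique: culture absorbance at 615 nm / Controls: amphotericin B positive control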
Phagocyt inh: inhibitors of macrophage phagocytosis; J774A.1 macrophage IgG-bead phagocytosis, imaging; inhibition, % at 5 µM; 110,000 compounds, 0.07% hits;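 active = inhibition above the mean of the plate negative controls plus 5 SD, cut at about 13% in these data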;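 note: phagocytic index as fraction of beads internalized from green versus red external bead signal; plate controls were DMSO negative control for no effect and cytochalasin-D positive control for full effect; some results beyond the cut were filed as inactive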
HCT116 bCat-KO: beta-catenin-lacking colon tumor cell growth suppression | HCT116 beta-catenin knockout viability, CellTiter-Glo, 60 h; stronger effect = lower value | viability, % at 10 µM | 140,000 compounds, 1.5% hits | AID 818;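 active = viability at or under a set limit, the compound median less 4 SD, cut at about 6% in these data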;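 note: 0% = Hyamine 1622 control at 20 µM and 100% = untreated cell control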
E-sel TNF inh: TNF alpha driven E-selectin expression inhibition; HUVEC TNFa-induced E-selectin immunofluorescence, high content; 120,000 compounds, 0.71% hits; inhibition, % at 2 µM; AID 1246;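 active = inhibition above the batch mean plus 3 SD, and confirmed as a hit on visual image review, cut at about 43% in these data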;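 note: 0% = TNF-stimulated DMSO wells and 100% = unstimulated control wells; not every result past the cut was called active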
PTEN del growth: suppresses growth of cells with PTEN deletion; viability, % at 10 µM; HCT116 PTEN-null viability, CellTiter-Glo, 60 h; stronger effect = lower value; 140,000 compounds, 1.2% hits;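 active = viability at or below a set limit, 4 SD under the median of all tested compounds, cut at about 3.7% in these data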;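 note: PTEN knockout HCT116 line with beta catenin targeted HCT116 as companion control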
MRP-1 activ: activates MRP-1. H69AR cells + doxorubicin, viability rescue, CellTiter-Glo. viability increase, % at 10 µM. 140,000 compounds, 0.61% hits. AID 799;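 active = viability gain under doxorubicin at or above a set limit, the compound median plus 3 SD, cut at about 4.7% in these data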;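 note: MRP-1 overexpressing cells given doxorubicin 25 µM after compound pretreatment; 18-22 h compound pretreatment then 72 h with doxorubicin before readout; 0% = doxorubicin-only wells and 100% = vehicle-treated cells without doxorubicin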
* hit, by the source's call; nt = no result given.

SMILES | NPY Y2 blocker | GALR2 antag | Measles CPE | Yeast life ext | BB579 growth dn | Phagocyt inh | HCT116 bCat-KO | E-sel TNF inh | PTEN del growth | MRP-1 activ
Cc1sc2nc(C)n(/N=C/c3ccccc3O)c(=O)c2c1C | 8 | -14 | 29 | -13 | 2 | -1 | 111 | 17 | 90 | 1.4
CCOc1ccc(CNC(=O)CCCOc2cc(=O)n(C)c3ccccc23)cc1 | 5 | -13 | 7 | -4 | -65 | -2 | 92 | 6 | 100 | 0.6
S=c1sc(SCCOc2ccccc2)nn1-c1ccccc1 | 10 | 1 | 93* | -1 | -44 | -4 | 76 | nt | 79 | -0.3
CCN(CC)CCOc1ccc2c(c1)C(=NO)c1cc(OCCN(CC)CC)ccc1-2 | 7 | 23 | 8 | 1 | -45 | nt | 1.9* | 17 | 2.0* | -6.5
CCN1C=C(Cc2cccs2)C2=C(C1)C(c1cccs1)C(C#N)=C(N)O2 (centres undefined) | -3 | 8 | 12 | -8 | -39 | -2 | 42 | -13 | 33 | -4.8
COc1ccc(Cn2c(SCc3cc(C)ccc3C)nc3cc(OC)c(OC)cc3c2=N)cc1 | 55* | -8 | 3 | -26 | 9 | nt | 1.9* | 24 | 1.4* | -5.9
Cc1cccc(C=Nc2ccc3c4c(cccc24)CC3)c1O | 2 | 0 | 2 | -7 | -26 | -5 | 81 | 5 | 84 | -4.1
Cc1ccc(N2CCN(c3ccc(C)cc3)C(CC(=O)O)C2=O)cc1 (centres undefined) | 2 | -9 | 31 | 2 | -1 | 0 | 86 | -1 | 88 | -0.8
CCN(CC)S(=O)(=O)c1ccc(S(=O)(=O)N2CCCC2C(=O)O)cc1 (centres undefined) | -1 | 6 | 9 | -2 | -28 | 4 | 96 | 18 | 94 | -0.7
Fc1cc(F)c2nc(N3CCOCC3)sc2c1 | 1 | 6 | 6 | -4 | -24 | -3 | 97 | 24 | 104 | 2.1
CCC(=O)Nc1sc(C(=O)OC)c(C)c1C(=O)OC | 1 | 7 | 14 | -21 | -16 | -1 | 92 | -94 | 101 | -0.8
COC(CNC(=O)c1cc(Sc2nnc(C)s2)nc2ccccc12)OC | 3 | 11 | 9 | -1 | -15 | -8 | 82 | nt | 92 | -3.7
CCOc1ccc(C(=O)NCC(=O)OCC(=O)N2CCC(C)CC2)cc1 | 4 | -6 | 4 | -6 | -21 | -1 | 97 | 8 | 101 | -1.3
O=C(O)C1OC2OC3(CCCCC3)OC2C2OC3(CCCCC3)OC12 (centres undefined) | 0 | 2 | 16 | -1 | -35 | -6 | 86 | nt | 96 | -1.0
O=C(CCCC(=O)OCC(=O)c1cccs1)Nc1ccc(Oc2ccccc2)cc1 | 3 | -5 | 4 | 2 | -51 | nt | 93 | 32 | nt | 0.4
CN(C)C(=O)CN(C)S(=O)(=O)c1ccc(Cl)cc1 | 0 | -5 | 4 | -16 | -38 | 0 | 111 | -7 | 90 | -0.1
CCOc1ccc(C(C(=O)NC2CCCCC2)N(C(=O)Cc2cccs2)c2ccc(-n3cnnn3)c(OC)c2)cc1 (centres undefined) | 2 | -6 | 15 | 0 | -10 | -6 | 6 | nt | 3.3* | -5.4
CCn1c(C)c(C(C)=O)c(N2CCCCC2)nc1=S | 2 | -4 | 0 | -2 | 6 | -1 | 96 | nt | 98 | 0.8
COc1ccccc1NC(=O)CC1COc2ccccc2O1 (centres undefined) | 4 | -2 | 15 | -27 | -18 | nt | 86 | 0 | 91 | -1.6
CCN(CCO)C(=O)C12CCC(C)(C(=O)C1)C2(C)C (centres undefined) | 1 | 0 | 11 | 68* | -1 | -2 | 99 | -2 | 95 | -0.1
CCc1ccc(NC(=O)C(CC)c2ccccc2)cc1 (centres undefined) | 6 | -5 | 20 | 11 | -12 | -3 | 96 | 11 | 93 | -0.1
NCC(O)COCCC12CC3CC(CC(C3)C1)C2 (centres undefined) | 3 | -3 | 2 | -15 | 18 | 0 | 73 | -10 | 53 | 1.6
CN(C)c1ccc(/C(=N\O)C(F)(F)F)cc1 | 0 | -1 | 7 | -31 | -17 | 0 | 70 | -8 | 54 | -0.3
Cn1ccnc1SCCC#N | 1 | -1 | 11 | -3 | -17 | -3 | 94 | 20 | 95 | -1.2
CCC(=O)N1CCc2cc(S(=O)(=O)NC(C(=O)NCc3ccccc3)C(C)C)ccc21 (centres undefined) | 0 | -1 | 5 | -3 | -6 | -3 | 89 | nt | 102 | -3.8
CC(=O)Nc1nc(C)nc(C)c1C(C)=O | 1 | 11 | 11 | -3 | 9 | -1 | 99 | nt | 101 | -0.2
COc1cc(NC(=O)c2cccnc2Sc2ccc(Cl)cc2)cc(OC)c1OC | -1 | 12 | 7 | 6 | -14 | -5 | 91 | nt | 96 | 0.7
COC(=O)c1ccc(N)cc1O | 4 | -7 | 7 | -10 | 1 | nt | 96 | 9 | 98 | -2.3
Cc1ccccc1-c1ccc(=O)n(CC(=O)Nc2ccc(N3CCOCC3)cc2)n1 | -1 | 13 | 1 | -5 | -40 | 0 | 93 | 6 | 99 | -2.2
O=C(CNC(=O)c1ccccc1Cl)Nc1ccc(F)cc1 | 4 | 9 | 10 | -7 | -6 | -1 | 91 | nt | 103 | 2.2
CCCCCN(C(=O)NC(=O)Nn1cnnc1)S(C)(=O)=O | 0 | 0 | 8 | -12 | 13 | 0 | 90 | 4 | 92 | -1.7
N#Cc1c(=O)c2nc(NCc3ccccc3)ncc2n2ccccc12 | -2 | 3 | 14 | -6 | -16 | -2 | 97 | -14 | 97 | -1.1
O=C(COC(=O)CNS(=O)(=O)c1ccccc1)Nc1ccc(Cl)cn1 | -2 | 3 | 24 | -9 | -67 | -1 | 99 | -2 | 109 | 0.8
O=C1CC(c2ccc(S(=O)(=O)NCc3ccccc3)cc2)CN1 (centres undefined) | 0 | 1 | 13 | -10 | -3 | 0 | 105 | nt | 92 | -0.8
CCCCn1nnnc1NCc1cccs1 | 5 | 3 | 9 | -15 | -52 | 0 | 86 | 22 | 95 | -1.1
CCOC(=O)C1CCCCN1Cc1ccc(F)cc1 (centres undefined) | 1 | -2 | 10 | 2 | -15 | 0 | 100 | 6 | 113 | -0.1
Cc1ccc(/C=N/Nc2nc(C(C)(C)C)cs2)o1 | 3 | -4 | 9 | -5 | -37 | -4 | 69 | nt | 72 | 3.5
CCOC(=O)Cn1c(CN2CCOCC2)nc2c1c(=O)n(C)c(=O)n2C | 2 | -2 | 9 | -7 | -35 | 2 | 88 | 4 | 96 | -3.5
CC12CN(C(=O)c3ccc(Cl)cc3)C3(C#N)CC1CCC23C (centres undefined) | -2 | -3 | 5 | -11 | -28 | 0 | 89 | -9 | 79 | -0.9
CCOC(=O)C1CCN(C(=O)CSc2ccc(Cl)cc2)CC1 | 2 | 7 | 2 | nt | -27 | nt | 93 | -15 | 90 | -1.6
CC(=O)N1CCc2cc3nc(C)cc(C)c3cc21 | 1 | -7 | 7 | -18 | -7 | -2 | 74 | nt | 88 | -1.4
CCN(CC)CCN1C(=O)c2ccccc2NC1c1cc(OC)c(OC)c(OC)c1 (centres undefined) | 2 | -17 | 5 | 1 | -20 | 1 | 94 | nt | 84 | -2.9
CC(C)c1ccc(NC(=O)C2CCCCC2C(=O)O)cc1 (centres undefined) | 2 | 4 | 5 | -3 | -25 | -1 | 97 | -26 | 96 | -0.7
CN(C)CCNc1ncnc2ccccc12 | -1 | 8 | 12 | 5 | -30 | -2 | 108 | -2 | 100 | 0.6
CC(C)(CO)NCc1ccccc1OCC(=O)Nc1ccccc1 | 2 | -2 | 3 | -22 | -50 | 0 | 96 | -24 | 94 | -0.5
CCN(CC)CCN1C(=O)C(=O)/C(=C(/O)c2ccccc2)C1c1ccccc1F (centres undefined) | 0 | 0 | 26 | -21 | -39 | 0 | 92 | 6 | 99 | -1.7
Cc1ccc(S(=O)(=O)N2CCOCC2)cc1NC(=O)COC(=O)c1cc(=O)c2ccccc2o1 | 1 | 2 | 16 | -2 | -4 | -4 | 97 | -4 | 97 | -4.2
O=C(CN(Cc1cccs1)C(=O)CNS(=O)(=O)c1ccc(F)cc1)NCc1ccco1 | 3 | -4 | 12 | -10 | -28 | -2 | 88 | nt | 100 | -1.5
O=C(CC(O)(C(F)(F)F)C(F)(F)F)Nc1ccc(Cl)c(Cl)c1 | 24* | -2 | 1 | -12 | 80* | -1 | 2.3* | -4 | 2.0* | -3.0
CCOc1cc2c3c(c1)C1(C(=O)N3C(C)(C)CC2C)C(C#N)=C(N)N2C(=C1C#N)Nc1ccccc12 (centres undefined) | 0 | 6 | 15 | 1 | 3 | -8 | 51 | nt | 50 | -1.5

(listing goes on)
SMILES | NPY Y2 blocker | GALR2 antag | Measles CPE | Yeast life ext | BB579 growth dn | Phagocyt inh | HCT116 bCat-KO | E-sel TNF inh | PTEN del growth | MRP-1 activ
O=C(c1ccc([N+](=O)[O-])cc1)N1CCSC1c1ccccc1 (centres undefined) | 0 | 6 | 24* | -2 | 0 | nt | 100 | nt | 96 | 0.7
O=C(/C(=C/O)N=Nc1ccccc1)c1ccncc1 | 7 | -4 | 6 | -11 | 88* | -1 | 92 | 13 | 85 | 6.3*
CCCCNC(=O)CSc1nc2ccsc2c(=O)n1C1CCN(C(=O)OCC)CC1 | 6 | 2 | 7 | -3 | -27 | 0 | 84 | 2 | 83 | -3.3
CC(NC(=S)NCCc1ccccc1)C(c1cccs1)N1CCN(Cc2ccccc2)CC1 (centres undefined) | 0 | -5 | 3 | -4 | 27 | nt | 10 | 3 | 13 | -4.1
Cc1ccc(-c2nc3ccccc3c(=O)n2NC(=S)N(C)C)cc1 | 4 | 9 | 7 | 8 | -10 | -3 | 86 | nt | 93 | -1.0
Oc1ccccc1-c1nc(/C=C/c2ccccc2)nn1-c1ccccc1 | 2 | 10 | 5 | -4 | -23 | 5 | 88 | 23 | 87 | -0.1
CCOC(=O)N1CCN(C(=O)c2ccc3nc(N4CCCCC4)sc3c2)CC1 | 1 | 0 | 28 | -11 | -41 | nt | 92 | nt | 110 | -0.7
CCN(CC)CCCn1c(C)cc2c(c1=O)C(c1ccccc1)C(C#N)=C(N)O2 (centres undefined) | 3 | 10 | 9 | -10 | -23 | nt | 76 | -15 | 78 | -0.9
Nc1nc(CN2CCN(c3ccccc3)CC2)nc(N2CCCc3ccccc32)n1 | 13 | 2 | 87* | 4 | -35 | 0 | 96 | -8 | 104 | -2.9
CC(=O)c1c(C)[nH]c(C(=O)CSc2nc3ccccc3n2C)c1C | 1 | 19 | 8 | -9 | -24 | -2 | 97 | -23 | 96 | -1.7
S=C(NNc1ccnc2cc(Cl)ccc12)Nc1ccccc1Cl | -1 | 22 | 19 | -6 | -34 | 3 | 62 | -16 | 65 | -4.4
O=C(c1cc2ccccc2oc1=O)N(Cc1ccccc1)CC1CCCO1 (centres undefined) | 0 | 7 | 18 | nt | -12 | nt | 96 | 28 | 103 | -2.5

Sorted by value in NPY Y2 blocker (smallest number first): three from the list above
mol	NPY Y2 blocker
CCCCCN(C(=O)NC(=O)Nn1cnnc1)S(C)(=O)=O	0
CC(=O)N1CCc2cc3nc(C)cc(C)c3cc21	1
NCC(O)COCCC12CC3CC(CC(C3)C1)C2 (centres undefined)	3
